ABCB6 inh MLPCN – ABCB6 transporter inhibitors, primary screen, K562-ABCB6 cells, flow cytometry, MLPCN library; K562-ABCB6 porphyrin accumulation, 1 h; hits give low values; fluorescence ratio to DMSO, % at 10 µM; 360,000 tested, 0.19% active; AID 602162, 2011;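 active means fluorescence ratio to DMSO below 75%, the collection mean minus 3 SD; inconclusive means too few cells collected in the well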;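 further: signal is porphyrin accumulated inside mitochondria; 100% equals median channel fluorescence of DMSO control wells; lower ratio means ABCB6 inhibition with less porphyrin fluorescence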
PDI inh – inhibitors of human PDI, primary screen, biochemical, turbidity, single point, plate reader; PDI insulin aggregation turbidity, A650, 90 min; inhibition, % at 10 µM; 350,000 tested, 0.052% active;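 active means mean inhibition across replicates of 30% or more, whatever share of single replicates reach that level; inconclusive means mean inhibition below 30% while every single replicate reaches 30%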;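 further: absorbance from insulin aggregation driven by PDI reduction with DTT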
ABHD5 PLIN5 PPI – ABHD5-PLIN5 interaction inhibitors, primary screen, cell lysate, split luciferase complementation, luminescence. Perilipin-5 (Homo sapiens) + 1-acylglycerol-3-phosphate O-acyltransferase ABHD5 (Homo …. Split G. princeps luciferase complementation, 4 h. inhibition, % at 4 µM. 360,000 tested, 0.78% active. AID 602281, 2012;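 active means inhibition above the mean inhibition across every tested compound plus 3 SD, cut at about 22% in these data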;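 further: 0% = DMSO only wells and the 100% control is not disclosed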
H9c2 protect – cardioprotection against H2O2-induced cell death, primary screen, uHTS, H9c2 cells, ATPLite luminescence; 360,000 tested, 0.63% active; H9c2 cardiomyocytes, H2O2 injury protection, 2 h; protection from H2O2 cell death, % at 20 µM; AID 588492, 2011;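 active means compounds giving at least 50% protection of heart cells from peroxide-induced death in the single-dose screen, raw or plate-pattern-corrected value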;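 further: 0% = DMSO wells with peroxide and 100% = DMSO wells without peroxide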
HTR2A ag – mouse Htr2a agonists via beta-arrestin recruitment, primary screen, cell-based, luminescence. CHO-K1 mHTR2A beta-arrestin complementation; percent of 30 µM serotonin response. activation, % at 7.6 µM. 360,000 tested, 0.66% active;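 active means activation above a run cutoff, the mean activation of all tested compounds plus 3 SD, cut at about 14% in these data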;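 further: 0% = plate median of compound wells and 100% = 30 µM serotonin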
Target sequence (P35363 whole entry, looked up): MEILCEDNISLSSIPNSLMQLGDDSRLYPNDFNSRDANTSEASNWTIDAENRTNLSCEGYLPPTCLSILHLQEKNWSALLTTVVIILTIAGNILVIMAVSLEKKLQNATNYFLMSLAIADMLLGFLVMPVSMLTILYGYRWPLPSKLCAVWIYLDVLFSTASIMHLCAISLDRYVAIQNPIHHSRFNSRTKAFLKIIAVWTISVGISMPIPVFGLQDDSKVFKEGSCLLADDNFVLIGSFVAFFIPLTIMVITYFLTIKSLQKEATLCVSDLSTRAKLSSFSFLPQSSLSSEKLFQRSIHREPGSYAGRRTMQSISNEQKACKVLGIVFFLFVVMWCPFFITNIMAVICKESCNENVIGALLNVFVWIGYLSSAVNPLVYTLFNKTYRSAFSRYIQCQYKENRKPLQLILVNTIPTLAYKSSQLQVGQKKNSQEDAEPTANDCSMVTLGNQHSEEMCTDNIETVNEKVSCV
MC4R antag cAMP – MC4R antagonists of cAMP signaling, primary screen, cell-based, TR-FRET, antagonist arm of biased-ligand search. MC4R-expressing cells, MTII-stimulated cAMP, LANCE TR-FRET. 360,000 tested, 0.48% active. AID 540295, 2011. inhibition, % at 6.5 µM;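 active means inhibition above its plate's cutoff, the mean of tested wells on that plate plus 3 SD, cut at about 29% in these data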;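 further: 0% = Melanotan II alone and 100% = Melanotan II plus saturating MCL0020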
Target sequence (P32245 whole entry, looked up): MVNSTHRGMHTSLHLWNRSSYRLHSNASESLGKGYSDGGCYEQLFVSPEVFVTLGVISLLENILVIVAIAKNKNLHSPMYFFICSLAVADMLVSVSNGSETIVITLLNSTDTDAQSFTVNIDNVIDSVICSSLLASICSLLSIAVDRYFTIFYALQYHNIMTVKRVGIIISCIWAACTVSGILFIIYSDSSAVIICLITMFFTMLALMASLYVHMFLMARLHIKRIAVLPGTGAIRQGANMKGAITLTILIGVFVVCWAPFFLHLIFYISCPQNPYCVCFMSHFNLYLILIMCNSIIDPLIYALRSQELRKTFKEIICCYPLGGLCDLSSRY
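Material: human MC4R-expressing U2OS cells. Probe or stimulus: Melanotan II challenge. Dosing: 6.5 µM single dose. Times: 30-min compound, 1-h challenge, 1-h detection, room temperature. Technique: TR-FRET with Eu-cAMP and labeled anti-cAMP, 671 nm. Replication: singlicate.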
MC4R barr agon – MC4R agonists recruiting beta-arrestin, primary screen, cell-based, luminescence, agonist arm of biased-ligand search. Melanocortin receptor 4 (Homo sapiens), P32245. U2OS MC4R beta-arrestin complementation; percent of melanotan II response, DMSO zero. activation, % at 8.9 µM. 360,000 tested, 0.98% active;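 active means activation above a per-plate cutoff, the mean activation of sample wells on that plate plus 3 SD, cut at about 8% in these data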
Glyco luc inh – increase of ERlucT glycosylation luciferase signal, primary screen, N-linked glycosylation inhibitor project, D54 ERlucT cells, luminescence, set 2; 360,000 tested, 0.23% active; AID 588692, 2011; reporter increase, % at 12.5 µM; D54 ERlucT glycosylation luciferase reporter, 24 h; percent of 100 nM tunicamycin response;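 active means mean luciferase reporter signal, scaled so untreated is 0 and the glycosylation-blocking control 100, at or above a set limit in every replicate; inconclusive means mean reaches the limit but not every replicate does; inactive means mean below the limit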;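 further: luciferase carries N-glycosylation sites so blocking glycosylation raises the light; 0% = median of neutral control wells and 100% = median of 100 nM tunicamycin wells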
CaV13 ICDI inh – Primary screen for inhibitors of IQ motif and Ca2+-dependent inactivation inhibitor domain binding in CACNA1D, Förster resonance energy transfer in living cells, …. HEK cells, CFP/YFP FRET ICDI-IQ, plate reader, 10 min; percent FRET-ratio fall versus neutral wells. inhibition, % at 12.3 µM. AID 743397. 340,000 tested, 0.098% active;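 active means mean replicate inhibition of at least 30% and at least 1% of replicates passing that level; inconclusive means only one of the two criteria is met; inactive means neither criterion is met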;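 further: 0% = median of the neutral control wells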
Granule exo inh – LAMP-1 surface exposure blockers, TALL-104 cells – cell-based, flow cytometry, MLPCN library, primary screen. inhibition, % at 10 µM. 360,000 tested, 0.66% active. AID 651702, 2012. TALL-104 LAMP-1 surface exposure; cells stimulated with thapsigargin and PMA;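 active means inhibition above about 55%, limit read from the data; inconclusive means no clear call, values can overlap the other calls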
Active calls of the source: *; ? = inconclusive; · = no result given.

SMILES	ABCB6 inh MLPCN	PDI inh	ABHD5 PLIN5 PPI	H9c2 protect	HTR2A ag	MC4R antag cAMP	MC4R barr agon	Glyco luc inh	CaV13 ICDI inh	Granule exo inh
CCOC(=O)[C@H](CCc1ccccc1)N[C@@H](C)C(=O)N1C(C(=O)O)C[C@@H]2CCC[C@@H]21 (some centres undefined)	95	-1	6	-3	3	9	-0.3	1	-5	-7
COC(=O)Cc1ccc(NC(=S)NCc2ccccc2Cl)cc1	88	8	-4	-1	-4	-3	-2.5	-1	-3	0
CCOC(=O)CNC(=O)Cn1cnc2c(nnn2-c2ccc(OC)cc2)c1=O	94	-9	-3	6	4	16	-0.7	0	-16	10
O=C(COC(=O)c1ccccc1)Nc1ccc2[nH]c(=O)[nH]c2c1	102	4	-5	17	-4	2	-2.6	-1	-6	24
O=C(NC(=S)Nc1cc(C(F)(F)F)ccc1N1CCOCC1)c1sc2ccccc2c1Cl	103	2	1	-6	3	5	2.3	3	1	-2
Cc1nn(C)c(C)c1CNC(=O)c1cnn2c1NC(c1ccccc1)CC2C(F)(F)F (centres undefined)	100	-2	1	-6	-5	4	-0.2	0	-12	-3
COc1ccc(OCCN2CCN(C3CC(=O)N(CCC(C)C)C3=O)CC2)cc1 (centres undefined)	95	1	-3	-3	-5	7	-0.9	-2	-4	-13
COc1ccc(S(=O)(=O)Nc2ccccc2OC)cc1NC(=O)Cc1cccs1	97	-3	-6	0	-9	8	-2.5	0	-5	1
O=c1c2ccccc2c(C=Nc2ccc(S(=O)(=O)N3CCCCC3)cc2)c(O)n1-c1ccc(Cl)cn1	90	-8	-4	-2	0	-1	0.8	-1	-3	-1
O=C1C2C3C=CC(C3)C2C(=O)N1Cc1ccc(CN2C(=O)C3C4C=CC(C4)C3C2=O)cc1 (centres undefined)	102	6	1	-1	0	5	-0.5	0	·	3
COc1c(C)cccc1C(=O)NC(=S)Nc1ccc2c(c1)Cc1ccccc1-2	98	-3	-4	-7	-1	2	-0.9	3	-6	0
N#CCSc1nc2ccc(N3CCCCC3)cc2c(=O)n1Cc1ccccc1	103	21	1	0	-6	1	-1.2	1	-6	2
O=C(c1ccoc1)N1CCN(c2cc(-c3cccnc3)nc3cc(-c4cccc(Cl)c4)nn23)CC1	87	18	-1	17	-6	20	11*	-4	-10	21
COc1cccc(/C=N/n2c(-c3n[nH]c4c3CCC4)n[nH]c2=S)c1O	98	-6	2	50	2	1	0.8	-1	-6	0
CC(Oc1cccc([N+](=O)[O-])c1)C(=O)NCCC1=CCCCC1 (centres undefined)	99	3	10	4	3	10	-3.0	1	-6	-3
Cc1ccc(S(=O)(=O)NCC(=O)NCC(=O)NC(C)c2ccccc2Br)cc1C (centres undefined)	97	-2	2	-8	2	0	-1.9	3	-4	-10
O=C(CSc1nnc(SCc2cccc3ccccc23)s1)N/N=C/c1c[nH]c2ccccc12	93	0	1	-14	-2	26	2.1	1	-6	2
CC(=O)N(c1c(C)n(C)n(-c2ccccc2)c1=O)C1(C(=O)NC2CCCCC2)CCCCC1	96	-5	4	-3	6	7	-1.6	2	-6	-1
CC(C)C(=O)C1=Cc2cc([N+](=O)[O-])ccc2OC1N1CCOCC1 (centres undefined)	98	11	5	-6	-4	-2	-0.5	4	-7	2
COc1ccc(CCC(=O)OCc2csc(CC(=O)Nc3ccc(C)cc3)n2)cc1OC	100	-16	-2	-18	-3	6	-0.9	1	-17	-1
Cc1cc(C(F)(F)F)n2ncc(-c3ccccc3)c2n1	96	9	0	2	1	-14	1.4	1	-5	-2
CC(=O)c1cc(CN2CCC(C(=O)Nc3ccc(-n4nc(C)cc4C)cc3)CC2)cs1	96	-5	5	-1	3	11	2.0	-5	-3	-10
CCc1ccc(N2C(=O)Nc3ccc(Br)cc3C2(O)C(=O)NCCN(C)C)cc1 (centres undefined)	100	-2	4	4	-3	0	0.2	3	-5	?
COc1ccccc1N1CCN(C(=O)C2CCCN(S(=O)(=O)c3ccc4c(c3)oc(=O)n4C)C2)CC1 (centres undefined)	99	3	-2	-10	4	14	-0.2	-3	-3	0
CC1(C)CC(=O)C=C(c2ccccc2-c2ccc(S(C)(=O)=O)cc2)C1=O	98	-3	3	26	0	3	-1.0	1	-6	-4
COc1cc(/C=N/NC(=O)C23CC4CC(CC(C4)C2)C3)cc(Br)c1O	97	5	0	-8	-1	7	-4.3	3	-5	2
Cc1ccn2cc(CNC(=O)c3ccc(Br)o3)nc2c1	98	·	-3	12	2	6	-0.2	2	-6	2
Cc1cc(-c2ccco2)n(CC(=O)NCCN(C)C)n1	103	-5	-2	29	0	2	1.0	0	-6	-5
COc1ccc(NC(=O)CN(C)S(=O)(=O)c2ccccc2)cc1OC	92	-7	1	5	6	3	-1.9	-2	-7	-1
O=C(c1ccc(CS(=O)(=O)c2ccc(Br)cc2)o1)N1CCN(c2ccc(F)cc2)CC1	95	7	-8	3	6	0	-1.0	-5	-6	2

Random excerpt: 6 entries already listed
SMILES	ABCB6 inh MLPCN	PDI inh	ABHD5 PLIN5 PPI	H9c2 protect	HTR2A ag	MC4R antag cAMP	MC4R barr agon	Glyco luc inh	CaV13 ICDI inh	Granule exo inh
COc1ccc(CCC(=O)OCc2csc(CC(=O)Nc3ccc(C)cc3)n2)cc1OC	100	-16	-2	-18	-3	6	-0.9	1	-17	-1
COc1ccc(S(=O)(=O)Nc2ccccc2OC)cc1NC(=O)Cc1cccs1	97	-3	-6	0	-9	8	-2.5	0	-5	1
O=C1C2C3C=CC(C3)C2C(=O)N1Cc1ccc(CN2C(=O)C3C4C=CC(C4)C3C2=O)cc1 (centres undefined)	102	6	1	-1	0	5	-0.5	0	·	3
COc1cccc(/C=N/n2c(-c3n[nH]c4c3CCC4)n[nH]c2=S)c1O	98	-6	2	50	2	1	0.8	-1	-6	0
COc1c(C)cccc1C(=O)NC(=S)Nc1ccc2c(c1)Cc1ccccc1-2	98	-3	-4	-7	-1	2	-0.9	3	-6	0
CCOC(=O)CNC(=O)Cn1cnc2c(nnn2-c2ccc(OC)cc2)c1=O	94	-9	-3	6	4	16	-0.7	0	-16	10

The listing continues:
SMILES	ABCB6 inh MLPCN	PDI inh	ABHD5 PLIN5 PPI	H9c2 protect	HTR2A ag	MC4R antag cAMP	MC4R barr agon	Glyco luc inh	CaV13 ICDI inh	Granule exo inh
COc1ccc(-c2nc3nc(SC)nn3cc2C)cc1F	100	-2	-3	3	-3	12	0.7	2	7	4
CCC(C)NC(=O)C1CCCN(S(=O)(=O)c2ccc3c(c2)CC(C)N3C(C)=O)C1 (centres undefined)	98	-29	-4	-17	5	4	-1.1	1	-6	-2
COc1ccc(Cl)cc1NC(=O)COC(=O)c1ccc(Cl)nc1	89	0	8	4	0	5	3.2	1	-7	-1
CN(Cc1ccccc1)C(=O)C1CCCN1S(=O)(=O)c1ccc2c(c1)n(C)c(=O)c(=O)n2C (centres undefined)	102	1	-2	10	0	-8	-3.1	1	0	-5
COc1cc(-c2cc(-c3ccc(N)cc3)[nH]c(=O)c2C#N)cc(OC)c1OC	124	0	0	4	5	-15	0.6	3	-15	-12
C[C@H](CO)N1C[C@H](C)[C@@H](CN(C)S(=O)(=O)c2ccc(-c3ccccc3)cc2)OCc2cn(nn2)CCCC1=O	102	6	-5	2	0	5	-0.3	0	-2	1
COc1ccccc1NC(=O)CCS(=O)(=O)c1ccc2c(c1)oc(=O)n2C	99	2	-4	2	-3	1	-2.0	-1	-4	-2
O=C(CSc1nc2c(sc3ccccc32)c(=O)n1Cc1ccco1)NCC1CCCO1 (centres undefined)	92	12	5	-15	-2	10	22*	0	-6	0
Cn1c(N2CCCCC2)nc2c1c(=O)n(Cc1cccc(Br)c1)c(=O)n2C	·	-7	-1	-1	2	0	-0.8	1	·	·
CCOC(=O)C1(CCOc2ccccc2)CCN(Cc2ccc(OCC)c(CO)c2)CC1	94	5	3	-9	-7	5	-1.4	-5	-1	81*
CN(c1ccccc1)S(=O)(=O)c1ccc(Cl)c(C(=O)NCCc2c[nH]c3ccccc23)c1	95	-4	3	-5	-3	-1	-0.9	-1	-5	5
O=C(c1ccc(-c2ccccc2)cc1)C1CCCN(C(=O)Cn2cncn2)C1 (centres undefined)	100	1	4	0	-3	4	-2.1	-1	9	-2
CC(C)[C@H](NC(=O)c1ccccc1)C(=O)NC1=NCCS1	102	-1	-6	3	-1	0	-1.3	1	-5	-18
O=C(CN1C(=O)CSc2ccc(S(=O)(=O)N3CCOCC3)cc21)NCc1ccc(Cl)cc1	107	9	-2	7	-1	2	0.3	0	-7	-3
CNC(=O)C1=NCCCc2cc(OC)c(OC)cc21	98	-1	7	-6	-2	15	1.7	4	-5	0
Cc1c(-c2ccccc2)c(P(=O)(N2CCOCC2)N2CCOCC2)c2ccccn12	94	11	2	-8	0	-1	1.2	1	-9	0
COc1ccc(-n2ncc3c(NC(C)C)ncnc32)cc1	110	3	3	-22	-4	0	-1.0	-14	-7	-3
CC(C)NC(=O)N(C)C[C@@H]1OCc2cnnn2CCCC(=O)N([C@H](C)CO)C[C@H]1C	100	-1	-5	5	0	15	2.0	2	-3	-1

Some values from above:
CC(=O)c1cc(CN2CCC(C(=O)Nc3ccc(-n4nc(C)cc4C)cc3)CC2)cs1 – MC4R antag cAMP = 11
CNC(=O)C1=NCCCc2cc(OC)c(OC)cc21 – Glyco luc inh = 4
CC(C)NC(=O)N(C)C[C@@H]1OCc2cnnn2CCCC(=O)N([C@H](C)CO)C[C@H]1C – PDI inh = -1
CC(Oc1cccc([N+](=O)[O-])c1)C(=O)NCCC1=CCCCC1 (centres undefined) – H9c2 protect = 4
COc1ccc(-c2nc3nc(SC)nn3cc2C)cc1F – ABCB6 inh MLPCN = 100
O=C(CSc1nnc(SCc2cccc3ccccc23)s1)N/N=C/c1c[nH]c2ccccc12 – Glyco luc inh = 1

Shown as a hit in MC4R barr agon, of those listed so far:
compound,ABCB6 inh MLPCN,PDI inh,ABHD5 PLIN5 PPI,HTR2A ag,MC4R antag cAMP,MC4R barr agon,Glyco luc inh,CaV13 ICDI inh,Granule exo inh
O=C(c1ccoc1)N1CCN(c2cc(-c3cccnc3)nc3cc(-c4cccc(Cl)c4)nn23)CC1,87,18,-1,-6,20,11*,-4,-10,21
O=C(CSc1nc2c(sc3ccccc32)c(=O)n1Cc1ccco1)NCC1CCCO1 (centres undefined),92,12,5,-2,10,22*,0,-6,0

Compound activity (PubChem BioAssay)
